Gal4-VP16 FLuc: Gal4-VP16 reporter inhibition counter-screen | Potency, µM (doses to about 53.6 µM), for the others: at the highest dose activity, negative = inhibition, hits mostly inhibitors | 310,000 compounds, 3.5% hits | AID 2546 | Drosophila S2 Gal4-VP16 UAS-luciferase, luminescence, 20 h;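 note: Gal4-VP16 expression switched on by copper sulfate through the metallothionein promoter; potency is the fitted concentration of half-maximal effect; % is set by controls: 0 for no effect and ±100 for the full control effect; nearly all actives have a fitted effect of over 50% in size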
p53 reactivation: mutant p53 re-activation in reporter cells; H1299 p53-A138V BP100-luciferase reporter, luminescence, 24 h; Potency, µM (series often up to 92.2 µM), inactives show top-dose activity change, positive = activation, usual class: activators; 320,000 compounds, 0.063% hits; AID 504706; note: potency is the fitted concentration of half-maximal effect; % of control where 0% means no effect; nearly all actives have a fitted effect of over 45% in size
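H1299 (p53-null), stable ts p53-A138V + BP100-Luc; 1000 cells/well, Opti-MEM/10% FBS; cpd 4 pt, 1:5; 24 h, 37 deg C, 5% CO2; detection reagent 10 min RT; luminescence.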
ELG1 genotoxic: induces genotoxicity in HEK293T cells with luciferase-tagged ELG1; HEK293T ELG1-luciferase reporter, luminescence, 16 h; Potency, µM (top dose mostly 46 µM), for inactives: at the top dose activity change, positive = activation, most hits filed as activators; 330,000 compounds, 1.3% hits; AID 504466; note: potency is the fitted concentration of half-maximal effect; % of control where 0% means no effect; nearly all actives have a fitted effect of over 60% in size
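DMSO vehicle served as control against compound-treated ELG1-luciferase HEK293T cells; exposure lasted 16 hr at 37 °C and 5% CO2, followed by ONE-Glo luminescence detection after 30 min.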
Giardia kill: kills Giardia lamblia; Giardia lamblia trophozoite viability; activity change, % at 7.66 µM, hits read low; 340,000 compounds, 0.15% hits; in the data active = activity change below about -80%; inconclusive = between about -30% and that limit;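 note: parasites exposed to compound for two days anaerobically before the ATP read; % is set by controls: 0 for no effect and ±100 for the full control effect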
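Anaerobic 48 hrs incubation at 37 deg C of 100 trophozoites/well with test compounds; ATPLite 1-Step luminescence, 15-30 min RT, reports cellular ATP as viability.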
FLuc modulator: firefly luciferase modulation, counter-screen for miR-21 project; AID 588342; Potency, µM (titrated, usually from 57.5 µM), for the others: at the highest dose activity change, negative = inhibition, hits mostly inhibitors; P08659; purified FLuc, Km substrates, luminescence inhibition; 360,000 compounds, 6.9% hits;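 note: potency is the fitted concentration of half-maximal effect; plate controls were vehicle for no effect and reference inhibitor for full effect; nearly all actives have a fitted effect of over 55% in size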
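Biochemical qHTS of compounds, final roughly 60 µM downward over six points, against 10 nM purified firefly luciferase using Km concentrations of substrates (10 uM D-luciferin, 10 uM ATP) in Tris acetate pH 7.5 buffer; luminescence output.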
RORg inh: blocks mouse ROR gamma transcriptional activity; Drosophila S2 Gal4-RORgamma UAS-luciferase reporter, 20 h; P51450; AID 2551; 310,000 compounds, 5.4% hits; Potency, µM (highest dose often 53.6 µM), inactives show top-dose activity change, negative = inhibition, most hits filed as inhibitors; note: potency is the fitted concentration of half-maximal effect; % is set by controls: 0 for no effect and ±100 for the full control effect; nearly all actives have a fitted effect of over 60% in size
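Schneider cells (Drosophila), stable Gal4 DBD–ROR gamma + UAS-luc; 1 hr cmpd preincubation; Cu2+ induction 700 uM final; 20 hr ambient; luminescence.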
NPC1 promoter act: NPC1 promoter activation | Huh7 NPC1 promoter luciferase reporter, 24 h | Potency, µM (doses to about 9.22 µM), inactives show top-dose activation, actives largely listed as activators | 320,000 compounds, 2.4% hits | AID 485313;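 note: potency is the fitted concentration of half-maximal effect; % of control where 0% means no effect; nearly all actives have a fitted effect of over 60% in size; reporter is driven by a mutant NPC1 promoter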
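Luciferase expression driven by the NPC1 promoter was measured in stably transfected Huh7 cells after a 24 h compound incubation, using a luciferase reagent and a luminescence read.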
Rab9 prom act: activators of Rab9 promoter; Huh7 Rab9 promoter-luciferase reporter, luminescence, 24 h; AID 485297; 320,000 compounds, 2.8% hits; Potency, µM (doses to about 9.22 µM), inactives show at the top dose activation, negative = inhibition, usual class: activators; note: potency is the fitted concentration of half-maximal effect; % of control where 0% means no effect; nearly all actives have a fitted effect of over 60% in size
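Cell-based reporter: Huh7 stable for Rab9 promoter-driven luciferase, plated in reduced-serum medium with 10% FBS at 1500 cells/well, compound-treated 24 h at 37 °C, luminescence read after 10 min reagent.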
BRCA1 expr act: increases BRCA1 expression | MCF7-BRCA1-FFLuc reporter, luminescence, 48 h; response scale: scaled: vehicle 0%, 10 µM genistein 100% | Potency, µM (doses to about 46.1 µM), for inactives: top-dose activation, actives largely listed as activators | 380,000 compounds, 1.1% hits | AID 624202; note: potency is the fitted concentration of half-maximal effect; nearly all actives have a fitted effect of over 80% in size; some results filed as inactive show a strong effect at the top dose
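48 h compound treatment of MCF7-BRCA1-FFLuc cells (phenol-red free MEM, 37 °C), then 15 min with luciferase substrate and luminescence imaging.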
PKM2 act: PKM2 (human) enzyme activation | P14618 | purified PKM2, Kinase-Glo ATP luminescence, activation; response scale: 0% is enzyme alone, no compound | Potency, µM (top dose mostly 57.5 µM), without a hit: top-dose activation, usual class: activators | 260,000 compounds, 0.34% hits | AID 1631; note: potency is the fitted concentration of half-maximal effect; % is set by controls: 0 for no effect and ±100 for the full control effect; nearly all actives have a fitted effect of over 55% in size
Target sequence (P14618 whole entry, looked up): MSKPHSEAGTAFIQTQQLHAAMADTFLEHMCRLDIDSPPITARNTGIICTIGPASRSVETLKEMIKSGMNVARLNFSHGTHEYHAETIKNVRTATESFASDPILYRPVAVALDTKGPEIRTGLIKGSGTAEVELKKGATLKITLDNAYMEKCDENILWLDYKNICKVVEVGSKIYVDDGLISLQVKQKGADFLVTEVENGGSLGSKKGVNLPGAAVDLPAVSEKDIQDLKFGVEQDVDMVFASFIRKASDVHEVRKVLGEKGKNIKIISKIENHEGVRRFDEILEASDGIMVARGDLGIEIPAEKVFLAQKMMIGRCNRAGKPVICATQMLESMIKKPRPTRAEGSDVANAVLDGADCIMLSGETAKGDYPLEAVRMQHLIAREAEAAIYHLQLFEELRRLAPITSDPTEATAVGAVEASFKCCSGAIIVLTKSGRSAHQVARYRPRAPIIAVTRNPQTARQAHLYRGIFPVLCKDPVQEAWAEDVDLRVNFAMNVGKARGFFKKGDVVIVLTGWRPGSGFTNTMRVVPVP
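hPK-M2, >95% pure; 0.1 mM ADP / 0.5 mM PEP final; imidazole pH7.2 buffer w/ 7 mM MgCl2, 50 mM KCl; 1 h RT; Kinase-Glo lum. Intermediate enzyme activity for dual inhibitor/activator qHTS.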
Menin-MLL TR inh: menin-MLL binding inhibition, Texas Red mutant peptide | O00255 | Menin + Texas Red MLL mutant peptide, fluorescence polarization | Potency, µM (series often up to 61.6 µM), for inactives: at the top dose FP activity change, negative = inhibition, actives largely listed as inhibitors | 270,000 compounds, 0.23% hits | AID 1768; active = well fitted inhibition curve with a large enough effect in the polarisation, with a control signal flat, not every such curve was filed as active; inconclusive = small, poorly fitted or top-dose-only effect, or effect the other way, or a change in a side signal; inactive = no such curve, though single readings can be large or run the other way; the % refers to the polarisation; note: potency is the fitted concentration of half-maximal effect; % of control where 0% means no effect; many of its hits are not listed in these tables
Target sequence (O00255 whole entry, looked up): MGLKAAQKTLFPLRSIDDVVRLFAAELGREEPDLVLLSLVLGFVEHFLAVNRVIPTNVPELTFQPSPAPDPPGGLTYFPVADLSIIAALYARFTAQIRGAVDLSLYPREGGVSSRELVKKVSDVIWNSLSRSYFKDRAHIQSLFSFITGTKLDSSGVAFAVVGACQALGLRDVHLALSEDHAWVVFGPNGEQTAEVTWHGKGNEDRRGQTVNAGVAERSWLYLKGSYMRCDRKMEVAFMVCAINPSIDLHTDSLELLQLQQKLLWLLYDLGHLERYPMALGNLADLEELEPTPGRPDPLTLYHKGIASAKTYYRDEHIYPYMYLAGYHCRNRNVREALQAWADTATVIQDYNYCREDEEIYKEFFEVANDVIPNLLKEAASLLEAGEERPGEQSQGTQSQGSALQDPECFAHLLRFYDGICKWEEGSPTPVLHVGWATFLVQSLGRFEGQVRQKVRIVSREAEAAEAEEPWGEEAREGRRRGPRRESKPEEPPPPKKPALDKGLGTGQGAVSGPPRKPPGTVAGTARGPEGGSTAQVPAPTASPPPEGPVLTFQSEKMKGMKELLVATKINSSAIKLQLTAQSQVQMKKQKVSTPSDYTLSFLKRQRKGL
An asterisk follows results filed as active; ? = inconclusive; . = not tested or not shown; & = joins results of further samples; [ ] = dose if it differs, or a comment. Unless noted, calls come from the whole dose curve; as a rule, active = well fitted curve in the direction sought with a large enough effect; inconclusive = small, poorly fitted or top-dose-only effect, or another doubt; inactive = no such curve, though single readings can be large; an effect the other way counts as inactive or inconclusive. Some of the compounds tested; count on the stated rates, not on these rows.

item | SMILES | Gal4-VP16 FLuc | p53 reactivation | ELG1 genotoxic | Giardia kill | FLuc modulator | RORg inh | NPC1 promoter act | Rab9 prom act | BRCA1 expr act | PKM2 act | Menin-MLL TR inh
1 | O=C(NCC(c1cccs1)N1CCOCC1)c1cn(-c2ccccc2)nc1-c1ccc(F)cc1 (configuration not stated) | . | -1% | -8% | 16 | -15% | . | -1% | -3% | -38% | . | .
2 | O=C(Nc1nnc(-c2ccccc2)o1)NC1CCCCC1 | 4.5µM* | 11% | 0% | -10 | -12% | 2.5µM* | -2% | 3% | 45% | -20% | 1%
3 | CS(=O)(=O)c1ccc2nc(NC(=O)c3cccc([N+](=O)[O-])c3)sc2c1 | ? | 8% | ? | ? | 1.7µM* | -12% | 1.6µM* | 1.3µM* | 5.6µM* | -7% | ?
4 | O=C(O)CCCCCNS(=O)(=O)c1cccc2c1C(=O)c1ccccc1C2=O | -2% | 30% | -6% | ? | -7% | -15% | 2% | 9% | -49% | -19% | -4%
5 | CCN(CC(=O)NCc1ccc(F)cc1)C(=O)/C=C/c1ccc(OC)cc1 | 8% | -3% | 2% | -12 | -1% | 19% | -3% | -2% | -9% | 0% | 3%
6 | C/C=C/C(=O)OCC(=O)Nc1cc([N+](=O)[O-])ccc1Cl | -9% | 5% | -2% | -13 | -1% | -3% | 0% | -1% | 21% | 2% | -13%
7 | Cc1ccc(S(=O)(=O)N2CCN(C(=O)N3CCOCC3)CC2)cc1C | -7% | . | -1% | 12 | -1% | 0% | -1% | 9% | -11% | 7% | -17%
8 | COc1ccc(S(=O)(=O)Nc2ccc(F)c(F)c2)cc1Cl | ? | 2% | 0% | 8 | 3% | 38% | -1% | -6% | -4% | -11% | 35%[activator]
9 | C[C@@H]1NC(=O)c2cc([N+](=O)[O-])cc(I)c2OCC[C@@H](C(=O)NC(CC(=O)O)C(N)=O)NC(=O)[C@H](CC(N)=O)NC1=O (some centres not stated) | 11% | -3% | 3% | -7 | 2% | -9% | -1% | 4% | -15% | 7% | -14%
10 | CC(=O)NC(c1cc(Cl)c2ccccc2c1O)C(C)C (configuration not stated) | . | -10% | 1% | -10 | -1% | . | -2% | -1% | -1% | . | .
11 | CCN1CCN(C(c2ccc(C(F)(F)F)cc2)c2ccc3cccnc3c2O)CC1 (configuration not stated) | 1.3µM* | 18% | ? | -5 | -3% | 1.1µM* | -1% | 0% | -90%[inhibitor] | . | -2%
12 | CC[C@H](C)[C@H](NC(N)=O)C(=O)Nc1ccc2c(c1)OCO2 | -10% | 12% | 2% | 10 | -4% | 21% | 6% | 9% | 0% | . | 8%
13 | NC(=O)Cn1cc(C(=O)C(=O)N2CCOCC2)c2ccccc21 | -6% | 1% | 7% | 11 | 6% | -27% | 2% | -2% | -3% | 3% | -2%
14 | Cc1cc(/C=C2\C(=O)NN(c3ccccc3)C2=O)c(C)n1-c1ccccc1O | -15% | 12% | ? | -22 | 1.3µM* | -5% | 2.8µM* | 2.8µM* | 10µM* | 3% | .
15 | COc1ccc(-c2nc3cnccn3c2Nc2ccc3c(c2)OCO3)cc1 | ? | 12% | 2% | 2 | ? | 3% | -1% | 0% | -50% | 9% | -4%
16 | O=C(CCCCCn1c(=S)[nH]c2ccc(N3CCOCC3)cc2c1=O)NCc1ccc2c(c1)OCO2 | -5% | -1% | -1% | -3 | -4% | -37% | -1% | 10% | -33% | 1% | 13%
17 | COc1cc(C(=O)NCc2ccc(F)cc2)cc(Cl)c1OC | 1% | -9% | -2% | 22 | 6% | 36% | -1% | 2% | -26% | 4% | 9%
18 | Cc1cccc(CS(=O)(=O)Cc2ccc(C(=O)NC(C)c3ccccc3)o2)c1 (configuration not stated) | -9% | -5% | 1%[9.26 µM] | 15 | 0%&0% | 19% | 2% | 0% | 8% | . | 6%
19 | O=C(Nc1ccc2c(c1)OCO2)C1CCN(c2ccc(S(=O)(=O)N3CCOCC3)cc2)CC1 | 2% | 8% | 5% | 7 | -16% | 18% | 10% | -1% | 10% | -5% | 6%
20 | CCOc1ccc(N2CC(C(=O)Nc3cccc(S(=O)(=O)NC4=NCCC4)c3)CC2=O)cc1 (configuration not stated) | 5% | -3% | -2% | 10 | 1% | 1% | -5% | -8% | -12% | -3% | .

Continuation:
item | SMILES | Gal4-VP16 FLuc | p53 reactivation | ELG1 genotoxic | Giardia kill | FLuc modulator | RORg inh | NPC1 promoter act | Rab9 prom act | BRCA1 expr act | PKM2 act | Menin-MLL TR inh
21 | CC(C)CC(=O)Nc1ccc2c(c1)oc1ccccc12 | -20% | ? | 19% | -8 | 2.1µM* | -36% | 1µM* | 1µM* | ? | -1% | -27%
22 | CCCCNC(=O)c1onc(CSc2cccc(OC)c2)c1C(=O)O | -9% | 18% | -1% | ? | ? | 1% | -2% | -12% | -21% | -5% | 12%
23 | CCOc1cc(C(F)(F)F)cnc1/C(N)=N/O | 5% | -3% | 0% | -14 | -2% | -11% | 0% | 0% | 1% | 1% | .
24 | O=C(O)C1C2C=CC3(O2)C1C(=O)N1c2ccccc2COC13 (configuration not stated) | -3% | -5% | 1% | -21 | 8% | 5% | -4% | -4% | 1% | 5% | 12%
25 | COc1ccc(C2(C)NC(=O)N(CC(=O)NCCC3=CCCCC3)C2=O)cc1OC (configuration not stated) | 6% | -7% | -4% | -30 | -2% | 4% | -3% | -10% | -4% | 1% | -2%
26 | Cc1ccccc1C(=O)NNC(=S)NC(=O)c1cccnc1 | ? | 13% | 3% | -4 | 1% | 11µM* | -2% | -1% | -21% | -4% | -19%
27 | Cc1ccc(Cl)cc1NC(=O)Cn1nc(-c2cccs2)ccc1=O | 4% | -8% | 0% | 9 | -2% | -8% | 2% | 3% | -5% | -1% | 32%[activator]
28 | O=C(O)c1cccc(Sc2ccc(Br)cc2C(=O)O)c1 | . | 13% | 2% | -2 | -1% | . | -1% | -4% | 0% | . | .
29 | COc1cc(/C=C2\C(=N)N3N=C(S(C)(=O)=O)SC3=NC2=O)ccc1OS(=O)(=O)c1ccc(C)cc1 | -16% | 5% | 0%[9.26 µM] | 27 | ? | -20% | -1% | -1% | 3% | . | ?
30 | Cc1ccc(NC(=S)NCCC2=CCCCC2)cc1 | 6.3µM* | ? | 17% | 0 | ? | 5.6µM* | ? | 3.5µM* | ? | -5% | ?
31 | CC(C)(C)c1ccc(CN2N=C(/C=C/c3ccccc3)CCC2=O)cc1 | 18% | 11% | -4% | 0 | -15% | 28% | 19% | -1% | -10% | -1% | 3%
32 | O=C(CCCN1C(=O)c2ccccc2C1=O)N1CCCCC1 | ? | 13% | 6% | 3 | -12% | -11% | -4% | 2% | 1% | 8% | -13%
33 | O=C(Cc1ccc([N+](=O)[O-])cc1)NCc1ccc2c(c1)OCO2 | -3% | 4% | -2% | -20 | -2% | 27% | -6% | -2% | 4% | 7% | 7%
34 | CC(NC(=O)c1cccs1)C(c1cccs1)N1CCN(c2ccccc2)CC1 (configuration not stated) | 3% | -1% | -7% | -18 | 1% | -34% | -2% | 15% | -35% | -6% | 0%
35 | C=C(C)Cn1c(-c2ccc(OC)cc2)nc2ccccc21 | -5% | -9% | -5% | 10 | ? | -40% | -2% | 3% | -16% | 17% | ?
36 | Cc1cnc(NC(=O)c2cc3c(s2)CCCC3)s1 | 7.1µM* | . | ? | ? | 0.27µM* | 2µM* | ? | 0.71µM* | ? | -8% | ?
37 | CC1(C)COCN1C(=O)c1ccc(Cl)c(Cl)c1 | -12% | 0% | -4% | -5 | 3% | 14% | -2% | -5% | -2% | 0% | 6%
38 | CCC(=O)n1nc(-c2cccnc2)nc1NCc1ccc(F)cc1 | 1% | 4% | 1% | 5 | 5% | 8% | -1% | 4% | -13% | -1% | -15%
39 | C[C@@H](O)C1NC(=O)[C@H](CCCCN)NC(=O)c2cc([N+](=O)[O-])cc(F)c2NCCCC[C@@H](C(N)=O)NC1=O (some centres not stated) | 5% | 5% | 1% | 14 | 3% | 10% | -2% | -3% | -7% | 0% | 15%
40 | Cn1cc(SCC(=O)O)c2ccccc21 | -8% | 2% | -5% | -10 | 1% | 3% | 0% | -9% | -3%[1.84 µM] | -3% | 1%
41 | O=C(CNC(=O)c1ccc(Cl)cc1Cl)OCc1nc2ccccc2s1 | 1% | 17% | -8% | 8 | ? | -38% | 0% | 10% | -15% | -7% | -8%
42 | COc1ccc(C(=O)COc2ccc3ccc(=O)oc3c2)cc1 | 0% | -3% | 3% | 19 | ? | 11% | 5% | 10% | 37% | 1% | .
43 | O=C(CNC(=O)c1ccc(Br)o1)NNC(=O)c1n[nH]c(=O)c2ccccc12 | . | 6% | 1% | -8 | -1% | . | -2% | -4% | -12% | . | .

From PubChem
